High-throughput results: PubChem BioAssay, several laboratories
NALP1 yeast inh – NALP1 inhibition | AID 2071 | inhibition, % at 10 µM | S. cerevisiae NALP1/ASC/caspase-1 growth, X-gal OD620, 72 h | 0.61% of 280,000 active; in the data active means inhibition mostly above about 24%, no sharp cut-off; inactive means mostly below about 32%; further: some compounds called inactive have numbers as strong as hits
M18AAP inhibitor – blocks P. falciparum M18 aspartyl aminopeptidase | recombinant PfM18AAP, H-Glu-NHMec fluorogenic cleavage | inhibition, % at 7.35 µM | 1.2% of 290,000 active;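 active means inhibition above the campaign mean inhibition over all tested compounds plus 3 SD, cut at about 28% in these data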;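 further: 0% = plate median of test compound wells and 100% = 2 mM ZnCl2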
GalR3 antag – antagonists of human GalR3. inhibition, % at 3 µM. HEK293 GalR3-CNG cAMP membrane potential fluorescence; galR3 body fused to GalR1 C-terminus. O60755. 0.44% of 360,000 active;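 active means inhibition above the screen-wide average plus 3 SD, cut at about 13% in these data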;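 further: forskolin and galanin both at EC90 stimulate the cells; cAMP rise reported by CNG channel membrane potential dye signal; 0% = forskolin plus galanin with DMSO and 100% = forskolin alone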
GPR7 antagonist – blocks human GPR7 receptor signaling; inhibition, % at 4.4 µM; AID 1861; GPR7-expressing cells, fluorescence antagonist assay; 1.1% of 290,000 active; in the data active means inhibition above about 16%, passing the limit was not always enough;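 further: cells stimulated with the agonist NPW; 0% = agonist with vehicle and 100% = vehicle without agonist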
OXTR potentiate – human OXTR potentiation | activation, % at 3 µM | CHO-OTR cells, Fluo-8 calcium fluorescence, potentiator mode; 0% = oxytocin EC15, 100% = EC100 | 0.061% of 320,000 active | P30559;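 active means activation above that plate's cutoff, the mean activation of tested compounds plus 3 SD, cut at about 6.6% in these data, passing the limit was not always enough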;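 further: 100% uses oxytocin at 75 nM as the full agonist control; some results filed as inactive read as strong as hits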
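Material: human OTR in CHO cells. Compound: 3.0 µM, one dose. Timing: compound 6 min at room temperature before oxytocin, 100 s read. Evaluation: % activation of max/min ratio relative to oxytocin controls. Replication: single well per compound, singlicate. Signal: Fluo-8 calcium dye fluorescence.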
OXTR ag – human OXTR agonism; P30559; CHO-OTR cells, Fluo-8 calcium fluorescence; normalized: DMSO 0%, oxytocin 100%; activation, % at 3 µM; 0.32% of 320,000 active; AID 2435;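 active means activation above the mean of all tested compounds plus 3 SD, cutoff set per screening run, cut at about 20% in these data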;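 further: peak over basal fluorescence ratio from a 100 s FLIPR kinetic read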
V1R ag counter – activates human V1a receptor in oxytocin agonist counter-screen; CHO-V1R cells, Fluo-8 calcium fluorescence, agonist mode; 0% DMSO, 100% 3 nM vasopressin; activation, % at 3 µM; 0.25% of 320,000 active; AID 2797;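 active means activation above the mean activation of all tested compounds plus 3 SD, per screening run, cut at about 20% in these data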;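 further: signal is peak over basal fluorescence ratio across a 100 second FLIPR read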
MEKK2 WT-MEK5 – raises or lowers MEK5 binding to wildtype human MEKK2 PB1 domain; binding response (% of control), % at 10 µM; 1.1% of 290,000 active; bead flow cytometry, Alexa488-MEK5 binding to MEKK2 WT; actives lie on both sides; Q9Y2U5; in the data active means binding response below about 67% or above about 130%
MEKK2mut PB1 HTS – signal of MEK5 binding to mutant human MEKK2 PB1 domain | bead flow cytometry, Alexa488-MEK5 binding to MEKK2 mutant | percent response, % at 10 µM | 0.35% of 290,000 active | AID 1530; in the data active means percent response above about 24%, passing the limit was not always enough; further: inactives centre near 1; some results filed as inactive read as strong as hits
* marks the source's active call; other numbers are inactive results; . = no result given. Not a hit list; about 4.1% have a hit in one of these screens.

SMILES	NALP1 yeast inh	M18AAP inhibitor	GalR3 antag	GPR7 antagonist	OXTR potentiate	OXTR ag	V1R ag counter	MEKK2 WT-MEK5	MEKK2mut PB1 HTS
O=C(NCc1ccccc1C(F)(F)F)c1cccc2c1C(=O)c1ccc(N3CCCCC3)cc1S2(=O)=O	.	.	-3	.	-11	24*	25*	.	.
CC1CN(C(=O)COC(=O)[C@@H](NC(=O)c2ccccc2Cl)C(C)C)CC(C)O1 (some centres not stated)	.	.	-7	.	-2	0.6	0.5	.	.
CCc1ccc(-n2c(C)nc3cc(C(=O)NCc4cccnc4)ccc32)cc1	4	3	0	-1	-1	-1.4	2.5	89	-7
O=C(CN1C(=O)NC2(CCCc3ccccc32)C1=O)c1ccc(F)cc1 (configuration not stated)	.	.	0	.	-12	3.2	3.7	.	.
N#C/C(=C(/O)c1ccccc1F)c1nc2cc(C(F)(F)F)ccc2s1	-30	0	-3	-9	-8	0.9	-0.4	106	10
Cc1nnc(SC(C(=O)Nc2ccc(Cl)c([N+](=O)[O-])c2)c2ccccc2)[nH]c1=O (configuration not stated)	10	0	-2	-6	-2	-0.2	-1.2	99	-1
CCN(CC)c1ccc(NC(=S)NC(=O)c2ccco2)cc1	9	9	-1	-10	-1	-1.2	0.4	105	-6
Cc1[nH]c(=O)[nH]c(=O)c1/C=N/NC(=O)[C@H](CC(C)C)NC(=O)OC(C)(C)C	24	6	0	13	0	0.4	0.4	.	.
CCOC(=O)C1(Nc2nccs2)Sc2ccccc2NC1=O (configuration not stated)	12	-8	-1	9	-17	5.5	7.2	103	4
CCOC(=O)c1sc(NC(=O)CSc2ncn[nH]2)c(C#N)c1C	10	40*	-7	3	-1	1.6	1.5	107	5
O=C1CC(c2ccccc2)=Nc2ccccc2N1	-32	5	-8	-4	6	-1.2	0.2	99	4
COc1ccc(C(=O)COC(=O)c2ccco2)cc1	6	-19	9	-6	-13	-1.0	-0.4	.	.
COCCN1C(=O)N(c2ccc(Cl)cc2)C(=O)C1CC(=O)Nc1cc(OC)cc(OC)c1 (configuration not stated)	16	2	-9	11	-11	7.4	1.9	98	5
CCC(C)Nc1nc(C)nc2c1oc1ccccc12 (configuration not stated)	-4	4	2	-17	-11	2.1	4.2	100	6
CCOC(=O)c1cccnc1NC(=O)c1ccccc1	16	1	-4	-6	-5	-1.6	-0.6	96	-2
CC(C)N1CCC(N2CCN(Cc3ccc(C#CC(C)(C)O)s3)CC2CCO)CC1 (configuration not stated)	-8	4	-1	-7	3	1.6	0.3	95	-7
CN(C(=O)COC(=O)CSc1ccc([N+](=O)[O-])cc1)C1CCS(=O)(=O)C1 (configuration not stated)	.	.	0	.	-3	-0.2	0.5	.	.
CN(C)S(=O)(=O)N1CCN(S(=O)(=O)c2ccccc2)CC1	1	-1	-4	-7	0	1.6	0.7	96	1
COC(=O)C1CCN(C(=O)CN2C(=O)c3ccccc3S2(=O)=O)CC1	.	.	-3	.	-7	0.4	1.0	.	.
COc1cccc(C(=O)Nc2cc3c(cc2N2CCOCC2)n(C)c(=O)n3C)c1	11	13	4	-16	-2	0.2	-0.1	101	7
Cc1noc(C)c1C(=O)Nc1nc(C23CC4CC(CC(C4)C2)C3)cs1	22	0	2	-20	-8	-1.1	0.1	109	7
COc1ccc(OC)c(C(=O)NC(CC(N)=O)c2ccc(N3CCC(N4CCCC4)CC3)c([N+](=O)[O-])c2)c1 (configuration not stated)	.	.	-5	.	-12	-0.6	-0.5	99	3
CCN(Cc1ccccc1)c1ccc(/C=N/N=C(N)N)cc1	37	2	-7	-7	-1	1.3	0.1	115	3
CCN1CCN(c2cc(C)c3cc(NC(=S)NCCN(C)C)ccc3n2)CC1	20	-4	-6	-4	-10	0.2	0.2	125	13
Cc1ccccc1C(=O)Nc1ccc(N2CCCCCC2)cc1	1	22	-4	-1	-15	-1.6	-1.0	88	-8
C=CCN(c1ccc(C(=O)Nc2ccc3c(c2)n(C)c(=O)n3C)cc1)S(C)(=O)=O	12	3	-7	-8	-11	1.1	3.8	102	2
CCOC(=O)C1=C(c2ccccc2)NC(=O)NC1c1ccc(O)c(OCC)c1 (configuration not stated)	4	6	2	-7	-17	0.7	0.0	94	-2
O=C(Nc1cccc(-n2cnnn2)c1)c1cccc(Cl)c1	13	3	-7	4	-8	7.6	3.1	102	2
Fc1ccc(/C=N/c2c(-c3ccc(F)cc3)nc3n2CCS3)cc1	-4	-7	3	-3	-1	0.1	1.2	98	-4
CC1C(=O)N2CCCc3cc(S(=O)(=O)NCc4ccc(F)cc4)cc1c32 (configuration not stated)	.	.	-4	.	-5	-0.4	-0.7	.	.
CCCCC(CC)CNC(=O)C1C2C=CC(C2)C1C(=O)O (configuration not stated)	12	0	7	-8	-3	-0.6	0.6	109	6
CC(C)CN(CC(C)C)S(=O)(=O)N1CCC(C(=O)NCCN2CCOCC2)CC1	-3	2	-6	-10	-3	-0.4	0.8	100	2
CS(=O)(=O)N(CC(=O)Nc1cc(Cl)ccc1Cl)c1ccccc1Cl	3	-1	0	-10	-14	-0.1	3.0	92	-4
CCOC(=O)c1ccc2ncc(C(=O)OCC)c(Nc3ccc(N4CCOCC4)cc3)c2c1	23	-1	-2	-9	-14	-1.7	-0.3	102	0
CCN(CC(=O)Nc1ccc(NC(C)=O)cc1)C(=O)c1cc(S(=O)(=O)N2CCCCCC2)ccc1OC	.	.	-3	.	-9	1.8	0.1	.	.
CCC(C(=O)OCC(=O)N(CCOC)c1c(N)n(Cc2ccccc2)c(=O)[nH]c1=O)c1ccccc1 (configuration not stated)	33*	0	0	-7	-4	0.1	0.3	105	7
O=S(=O)(Nc1ccc2c(c1)OCO2)c1ccc(Br)s1	-3	7	4	-3	-5	-1.1	-0.5	103	5
Cc1csc(NC(=O)/C=C/c2ccco2)n1	37	6	-5	5	-6	-0.9	0.0	127	14
O=C(O)c1cccc(Sc2ccc(Br)cc2C(=O)O)c1	.	.	-2	.	0	1.1	0.8	.	.
O=C(Cn1cnc2c(cnn2-c2ccccc2Cl)c1=O)N1CCc2ccccc21	-3	-3	-7	12	1	1.0	1.1	103	6

In the list so far, 3 have a thiophene ring, fused or not:
SMILES	NALP1 yeast inh	M18AAP inhibitor	GalR3 antag	GPR7 antagonist	OXTR potentiate	OXTR ag	V1R ag counter	MEKK2 WT-MEK5	MEKK2mut PB1 HTS
CCOC(=O)c1sc(NC(=O)CSc2ncn[nH]2)c(C#N)c1C	10	40*	-7	3	-1	1.6	1.5	107	5
CC(C)N1CCC(N2CCN(Cc3ccc(C#CC(C)(C)O)s3)CC2CCO)CC1 (configuration not stated)	-8	4	-1	-7	3	1.6	0.3	95	-7
O=S(=O)(Nc1ccc2c(c1)OCO2)c1ccc(Br)s1	-3	7	4	-3	-5	-1.1	-0.5	103	5

Next entries follow.
SMILES	NALP1 yeast inh	M18AAP inhibitor	GalR3 antag	GPR7 antagonist	OXTR potentiate	OXTR ag	V1R ag counter	MEKK2 WT-MEK5	MEKK2mut PB1 HTS
COc1ccc(-n2nc(C(=O)NCC(=O)NCc3ccccc3OC)c3ccccc3c2=O)c(OC)c1	23	4	-1	-15	-1	1.4	0.0	97	4
Cc1ccc(S(=O)(=O)N2CCC(C(=O)Nc3cc(C(F)(F)F)ccc3N3CCOCC3)CC2)cc1C	.	.	-3	.	-2	-1.1	1.7	.	.
COc1ccc(/C=C(/C(=O)c2ccc(Cl)cc2Cl)n2cncn2)cc1	-11	16	-4	9	-15	0.4	3.0	93	-4
COc1ccc(-c2nn(-c3ccccc3)cc2/C=N/NS(=O)(=O)c2ccccc2)cc1	20	5	-5	-12	-17	-0.6	-0.8	.	.
CC(=O)Nc1ccc(NC(=O)C(C)Oc2ccc(Cl)cc2Cl)cc1 (configuration not stated)	-1	-1	-5	-12	-8	1.9	0.8	102	0
CCc1cc2cccc(C)c2nc1SCC(=O)c1ccc(NC(C)=O)cc1	32	5	-7	3	-3	-0.5	-0.5	104	-1
COc1ccc(C(=O)C2CCCN(Cc3ccc4nonc4c3)C2)c(C)c1 (configuration not stated)	.	-12	-7	-6	-6	3.7	0.5	92	-18
O=C(CN1CCOCC1)Nc1cc(Cl)ccc1Cl	12	1	-5	-4	-13	2.2	2.9	102	0
CCC(=O)c1ccc(OCC(=O)OCC(=O)N(C)CC(=O)Nc2ccc(F)cc2)cc1	.	.	-6	.	1	0.3	0.4	.	.
COC(=O)CSc1[nH]c2ccc(F)cc2c1[N+](=O)[O-]	.	-7	0	-4	9.0*	-0.1	0.5	100	-3
c1ccc2c(c1)NC1(CCCCC1)n1c-2nc2ccccc21	11	-2	-6	-2	-2	-1.0	-1.0	102	1
CCn1c(C2CC(=O)N(Cc3ccccc3)C2)nc2ccccc21 (configuration not stated)	.	1	.	-6	-4	1.1	1.1	110	7
O=C1ON=C(c2ccccc2)/C1=C\c1ccco1	-4	25	-1	-5	-7	1.1	1.9	96	-2
COc1cccc(C(=O)Nc2ccc(NC(=O)c3ccco3)nc2)c1	16	-5	-3	-3	-3	-0.3	0.6	104	2
CC(C)c1ccc(CNc2ccc([N+](=O)[O-])cn2)cc1	11	3	-3	-1	-8	-2.2	-1.5	93	-7
Cc1cc(C)c2c(-n3cccc3)c(NC(=O)OC(C)C)sc2n1	-14	1	-1	-9	-7	4.6	-0.1	101	-1
COc1cccc2c1OCC/C2=N\NC(=O)COc1ccc(C)cc1	27	3	-4	-10	-10	-0.3	2.9	95	-4
O=C(NCc1ccccc1)c1ccc(NC(=O)C2CCCO2)cc1 (configuration not stated)	8	-2	-2	5	-8	0.2	0.8	105	14
COc1ccc(/C=N/NC(=O)c2cccc(NC(C)=O)c2)c(OC)c1	3	-5	-1	-22	-6	-0.3	0.5	100	3
COCc1ccc(C(=O)N2CCc3c([nH]c4ccccc34)C2c2ccccn2)s1 (configuration not stated)	5	5	-3	0	-1	-0.6	-0.4	95	1
C[C@H](NC(=O)OC(C)(C)C)c1nnc(SCC(N)=O)o1	0	-6	-8	-1	-3	1.0	0.2	108	3
CC(C)N(C(=O)COC(=O)c1ccccc1C(=O)c1ccc(Cl)c([N+](=O)[O-])c1)C(C)C	-6	-4	-11	14	1	-1.9	-0.6	97	-1
COc1cc2c(cc1/C=C1/NC(=O)N(CC(=O)Nc3ccccc3)C1=O)OCO2	-2	6	5	5	-6	0.3	-0.4	92	2
OC(c1cc(-c2ccc(Cl)cc2)nc2ccccc12)C1CCCCN1 (configuration not stated)	10	-3	-15	63*	-8	14	6.8	155*	59*
O=C(CC1CCCC1)Nc1cc(S(=O)(=O)N2CCOCC2)ccc1O	.	.	-3	.	-5	1.0	0.2	.	.
Cc1ccc(NC(=O)CN(C)S(=O)(=O)c2cnc[nH]2)cc1C	11	1	-2	-11	1	0.4	-0.1	102	3
N#CCC(=O)N1CCN(C=O)CC1	-17	2	-3	1	-22	0.0	0.6	101	-1
N#Cc1cnn2c(-c3cccc(C(F)(F)F)c3)ccnc12	.	-2	-1	-6	-10	-3.1	-0.6	105	10
Nc1ncc(Br)cc1S(=O)(=O)NCCC(=O)NCCc1ccc(Cl)cc1	-7	4	-11	-4	-10	3.9	5.8	109	17
O=C1CSC(=NC(=O)c2ccccc2)N1	1	5	-7	-3	0	0.3	9.2	93	-6
